Screening data as filed in PubChem.
CHRM4 antagonist – antagonists of human muscarinic M4 receptor (CHRM4). CHO-hM4 cells, ACh EC80, Fluo-8 calcium fluorescence. inhibition, % at 3 µM. 360,000 compounds, 0.73% hits;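 active means inhibition above its plate's cutoff, the mean inhibition of sample wells plus 3 SD, cut at about 27% in these data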;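 further: 0% = acetylcholine EC80 with DMSO and 100% = DMSO without agonist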
Target sequence (P08173 whole entry, looked up): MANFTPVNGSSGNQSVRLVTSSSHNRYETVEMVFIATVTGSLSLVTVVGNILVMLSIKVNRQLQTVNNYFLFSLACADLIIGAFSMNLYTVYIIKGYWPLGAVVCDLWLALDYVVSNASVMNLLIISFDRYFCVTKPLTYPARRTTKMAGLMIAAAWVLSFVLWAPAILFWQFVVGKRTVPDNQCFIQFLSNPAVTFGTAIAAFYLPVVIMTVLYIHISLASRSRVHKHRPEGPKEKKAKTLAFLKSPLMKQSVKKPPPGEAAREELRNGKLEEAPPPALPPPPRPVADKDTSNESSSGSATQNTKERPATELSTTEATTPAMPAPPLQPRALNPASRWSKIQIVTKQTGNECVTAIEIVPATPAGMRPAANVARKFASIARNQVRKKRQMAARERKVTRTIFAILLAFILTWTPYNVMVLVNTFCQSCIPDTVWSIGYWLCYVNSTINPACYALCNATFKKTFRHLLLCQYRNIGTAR
M1 PAM – positive allosteric modulators of human M1 muscarinic receptor. P11229. CHO-K1 hM1, Fluo-8 calcium fluorescence, ACh EC20; 0% = ACh EC20, 100% = maximal ACh. activation, % at 3 µM. 360,000 compounds, 0.088% hits. AID 588819; in the data active means activation above about 19%, passing the limit was not always enough
Target sequence (P11229 whole entry, looked up): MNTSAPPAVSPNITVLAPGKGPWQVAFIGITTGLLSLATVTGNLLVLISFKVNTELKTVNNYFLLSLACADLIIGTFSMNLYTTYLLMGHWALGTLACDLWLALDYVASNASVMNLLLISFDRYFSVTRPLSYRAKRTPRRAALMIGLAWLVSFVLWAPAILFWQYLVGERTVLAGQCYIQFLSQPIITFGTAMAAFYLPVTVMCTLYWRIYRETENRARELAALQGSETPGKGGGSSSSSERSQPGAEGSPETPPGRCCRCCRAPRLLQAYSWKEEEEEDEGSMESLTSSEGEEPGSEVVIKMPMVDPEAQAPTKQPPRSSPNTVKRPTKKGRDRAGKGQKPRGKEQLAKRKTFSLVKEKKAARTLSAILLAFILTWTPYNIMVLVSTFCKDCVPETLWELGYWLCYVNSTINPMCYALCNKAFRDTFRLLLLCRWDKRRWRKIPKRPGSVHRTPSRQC
M1 antag – antagonists of human M1 muscarinic receptor; CHO-K1 hM1, Fluo-8 calcium fluorescence, ACh EC80 antagonist; P11229; 360,000 compounds, 1.3% hits; inhibition, % at 3 µM; AID 588852;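 active means percent inhibition above its own plate's cutoff, namely the mean of that plate's compound wells plus 3 SD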;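 further: peak over basal fluorescence ratio during 140 s after agonist addition; 0% = ACh EC80 plus DMSO and 100% = DMSO alone without agonist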
CHRM4 PAM – potentiates acetylcholine response at human M4 receptor. activation, % at 3 µM. AID 624126. CHO-K1 hM4/Gqi5, Fluo-8 calcium fluorescence, ACh EC20; 0% = ACh EC20, 100% = maximal ACh. 360,000 compounds, 0.4% hits;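 active means activation above its plate's cutoff, the mean activation of sample wells plus 3 SD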; further: some results filed as inactive read as strong as hits
CHRM4 agonist – CHRM4 agonism in calcium assay; activation, % at 3 µM; CHO-K1 hM4/Gqi5, Fluo-8 calcium fluorescence; vehicle 0%, full acetylcholine response 100%; P08173; 360,000 compounds, 0.14% hits;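 active means activation above the run mean over all test wells plus 3 SD, cut at about 32% in these data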;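 further: peak over basal fluorescence ratio per well then scaled between controls; 0% = DMSO wells and 100% = acetylcholine at EC100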
CHRM5 PAM – potentiates acetylcholine response at human M5 receptor; P08912; AID 624038; CHO-K1 hM5, Fluo-8 calcium, ACh EC20 PAM; 0% = ACh EC20, 100% = ACh EC100; 360,000 compounds, 0.3% hits; activation, % at 3 µM;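 active means activation above the run cutoff, the mean activation of all test compounds plus 3 SD, cut at about 18% in these data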
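Assay system – human M5 receptor in CHO-K1 cells · Read-out – % activation, ACh-normalized · Technique – Fluo-8 calcium fluorescence · Dosing – single-point, 3 µM nominal · Incubation – Fluo-8 loading 80 min at 37 °C plus 30 min room temperature · Repeats – singlicate, one well per test compound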
M5 antag – blocks acetylcholine activation of human M5 receptor; P08912; CHO-hM5 cells, Fluo-8 calcium fluorescence, ACh EC80; inhibition, % at 3 µM; 360,000 compounds, 0.59% hits; AID 624040;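 active means inhibition above a per-plate cutoff, the mean of that plate's test compounds plus 3 SD, cut at about 27% in these data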;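 further: 0% = acetylcholine EC80 with DMSO and 100% = DMSO without agonist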
M5 ag – agonists of human muscarinic M5 receptor (CHRM5); P08912; CHO-K1 hM5 cells, Fluo-8 calcium fluorescence; 0% DMSO wells, 100% maximal acetylcholine response; activation, % at 3 µM; 360,000 compounds, 0.19% hits; AID 624037;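 active means activation above the run's mean over test compounds plus 3 SD, cut at about 23% in these data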;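 further: signal is peak over basal fluorescence ratio across the kinetic read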
CRFR2-BP ag – CRF-BP/CRF-R2 complex agonism; HEK293 CRF-R2/CRF-BP, calcium dye fluorescence (FLIPR); percent of saturating CRF peptide response; activation, % at 13.2 µM; 350,000 compounds, 0.46% hits; AID 588473;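 active means activation of at least 50%, plus an integration ratio under a set limit after plate pattern correction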;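 further: plate controls were neutral control wells without compound for no effect and CRF at EC100 for full effect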
* marks the source's active call; other numbers are inactive results; · = no result given.

item	SMILES	M1 antag	CHRM4 agonist	M1 PAM	M5 ag	CHRM5 PAM	CHRM4 antagonist	CHRM4 PAM	M5 antag	CRFR2-BP ag
1	NC(=O)c1c(NC(=O)CSc2nnc(-c3ccccc3)n2CC2CCCO2)sc2c1CCC2 (stereo not drawn)	-14	-2	8	-5	1	-3	10	-6	-1.6
2	COc1cc2c(cc1OC)C(C)N(C(=O)c1cc3c(C)cc(C)cc3[nH]1)CC2 (stereo not drawn)	-13	3	8	-3	-3	-14	7	12	-0.9
3	O=C1Nc2cc(C(F)(F)F)ccc2N2CCCCC12 (stereo not drawn)	-10	7	3	-1	-2	-12	2	0	-1.2
4	COc1ccccc1NC(=O)CC1SC(=N)N(c2ccccc2)C1=O (stereo not drawn)	2	2	-1	-1	3	8	-7	10	-0.1
5	Cc1cc(NC(=O)CSc2nc3cc4c(cc3c(=O)n2CCc2ccccc2)OCO4)no1	-9	0	9	-2	3	-9	8	-1	-0.8
6	O=C(CO/N=C/c1c(Cl)cccc1Cl)NNC(=O)c1cccc(Cl)c1	-9	0	3	-10	0	-7	11	6	0.3
7	O=C(CSc1nnnn1C1CCCCC1)N1CCc2ccccc21	6	1	-8	0	0	5	-2	2	4.0
8	CN(C)c1ccc(/C=N/N2CCN(c3ccccn3)CC2)cc1	-13	1	6	-3	5	-11	2	1	0.4
9	O=S(=O)(/N=C/c1c(O)ccc2ccccc12)c1ccccc1	-13	0	13	2	2	-1	1	2	-1.2
10	CCOc1ccc(OCCN(C)Cc2ccccc2)cc1	-12	1	7	-10	3	1	-4	-4	0.1
11	COCCn1c(C)cc(C(=O)CSc2nc3ccccc3o2)c1C	-4	11	3	-4	-3	-4	-6	2	-1.5
12	COc1ccc(-n2nc(C(=O)NCC(=O)NCCCN3CCN(C)CC3)c3ccccc3c2=O)cc1	-18	1	10	-3	-2	-5	1	4	0.3
13	Cc1csc(CN(C)C(=O)CC2C(=O)NCCN2Cc2ccc(F)c(F)c2)n1 (stereo not drawn)	-8	1	14	-2	4	5	12	2	-0.5
14	COc1cc(CCC(=O)OCC(=O)NC(=O)c2ccc(Cl)cc2)cc(OC)c1OC	-2	4	0	2	6	-12	6	-10	2.3
15	Cc1ccc(SCCCCN2CCOCC2)cc1	-2	2	-4	-1	-3	2	-4	4	0.9
16	Nc1nc(Nc2cccc(F)c2)nc(N2CCOCC2)c1[N+](=O)[O-]	-8	4	6	-1	-6	-7	-1	6	-1.1
17	Cc1ccc(S(=O)(=O)C(F)(F)F)cc1NC(=O)c1cccnc1	-4	1	4	-1	-2	2	0	3	0.0
18	COc1ccc(OC(=O)c2cccc(S(=O)(=O)N3CCCC3)c2)cc1	-9	3	2	0	-4	-2	-2	5	-2.2
19	O=C(N/N=C/c1cn(-c2ccccc2)nc1-c1ccc(F)cc1)c1ccc(Br)o1	-2	1	4	-3	-2	-1	-2	-4	9.0
20	CC1(C)Cc2c(c(N3CCCC3)nc3sc(C(=O)Nc4ccccc4)c(N)c23)CO1	0	7	-1	-4	-3	-4	-7	0	1.6
21	O=C(Nc1ccccc1F)C1C2C=CC3(O2)C1C(=O)N(c1cccnc1)C3C(=O)NC1CCCCC1 (stereo not drawn)	-14	1	12	-1	3	-3	1	0	0.1
22	CC1(C)C(=O)Nc2ccccc2N1C(=O)COc1ccc(C#N)cc1	-4	2	5	0	3	-5	-2	-7	0.6
23	O=C(CSCc1cnn(-c2ccccc2)c1-n1cccc1)NCc1ccccn1	-2	1	2	-14	-10	-1	3	6	-4.2
24	Cc1oc(-c2cccs2)[n+]([O-])c1C	-4	0	0	-4	5	6	1	1	1.9
25	COc1cc2c(cc1OC)CN(C(=O)c1nn(Cc3ccccc3)c(=O)c3ccccc13)CC2	5	5	-1	3	7	-18	3	5	0.7
26	CCOC(=O)c1[nH]c(C)c(CCC(=O)OC)c1C	-9	-1	12	2	1	2	9	-2	-5.0
27	COC(=O)c1cc2occc2n1CC(=O)Nc1ccc(OC)c(OC)c1OC	-7	2	4	0	3	-2	5	-8	1.4
28	COC(=O)[C@@]12CCCN1[C@H](c1ccc(-c3ccc(C(C)=O)cc3)c(OC)c1)[C@H]1C(=O)N(C)C(=O)[C@H]12	-5	1	5	-1	3	-1	9	14	0.7
29	O=C(N[C@@H](Cc1ccccc1)C(=O)NCCc1c[nH]c2ccccc12)c1ccco1	-3	4	14	-1	-5	-20	-4	2	-1.4
30	O=c1c2ccccc2c(C=NCCc2ccccc2)c(O)n1Cc1ccccc1	1	-1	-4	-2	-2	7	-3	-2	1.1

Complete entries, looked up by structure.
O=C(N/N=C/c1cn(-c2ccccc2)nc1-c1ccc(F)cc1)c1ccc(Br)o1 in the list: M1 antag: -2; CHRM4 agonist: 1; M1 PAM: 4; M5 ag: -3; CHRM5 PAM: -2; CHRM4 antagonist: -1; CHRM4 PAM: -2; M5 antag: -4; CRFR2-BP ag: 9.0
Cc1cc(NC(=O)CSc2nc3cc4c(cc3c(=O)n2CCc2ccccc2)OCO4)no1 in the list: M1 antag: -9; CHRM4 agonist: 0; M1 PAM: 9; M5 ag: -2; CHRM5 PAM: 3; CHRM4 antagonist: -9; CHRM4 PAM: 8; M5 antag: -1; CRFR2-BP ag: -0.8

Carrying on:
item	SMILES	M1 antag	CHRM4 agonist	M1 PAM	M5 ag	CHRM5 PAM	CHRM4 antagonist	CHRM4 PAM	M5 antag	CRFR2-BP ag
31	O=C(NC1CCN(S(=O)(=O)c2cccc(F)c2)CC1)c1cccc(F)c1	-5	1	-2	4	5	-8	-2	-16	-3.0
32	COc1ccc(Cc2c(C3CCCCC3)nc3c(C)cc(Br)cn23)c(C)c1	20	0	-22	-8	-4	10	-9	10	·
33	COc1ccc2oc(C(=O)NCCc3ccccc3)c(C)c2c1	-7	-1	7	-8	0	-1	11	12	-0.4
34	CCOC(=O)c1ccc2[nH]c(C)cc(=O)c2c1	-17	1	11	1	4	6	1	0	0.4
35	CCN(CC)C(=O)C1=C(C)N(Cc2ccccc2)C(=O)C(CC(=O)NCc2cccc3ccccc23)C1 (stereo not drawn)	-18	4	13	0	4	-19	4	-2	-2.7
36	Cc1ccc(-c2ccc(CCC(=O)O)n2CC2CCCO2)cc1 (stereo not drawn)	5	0	-1	2	-2	4	-4	4	-0.2
37	O=C1c2cccnc2C(=O)N1CO	-9	0	0	-1	-8	8	1	2	1.4
38	CCN(CC)C(=O)CC(c1ccc2c(c1)OCO2)c1c(OC)cc(OC)c2ccc(=O)oc12 (stereo not drawn)	-5	10	-3	-1	-5	-13	2	7	-4.4
39	CC(C)n1c(S(=O)(=O)O)nc2ccccc21	-4	1	7	1	1	-11	4	-2	4.3
40	COC(=O)C1=C(Cn2cnc3ccccc32)NC(=O)NC1c1cc(C)ccc1C (stereo not drawn)	-24	3	-6	3	3	-7	3	-3	5.1
41	CN(C)C(CNC(=O)CNC(=O)c1ccc2ccccc2c1)c1ccccc1 (stereo not drawn)	0	0	1	-4	2	-2	-2	-2	0.1
42	Cc1c(C(=O)CN2CCCC(C)(C)C2)c2ccccc2n1C	-15	0	3	-5	1	-2	-5	-3	-0.9
43	CC1CCN(c2nc3ccccn3c(=O)c2C=O)CC1	-7	1	6	0	8	-16	9	5	0.6
44	COc1ccccc1-c1cc(NC(C)=O)c2ncc(-c3ccccc3)n2c1	-7	5	1	-1	-7	-9	-8	4	·
45	COC(=O)c1ccc(N2CCN(C)CC2)c(NC(=O)c2cc3ccccc3o2)c1	-2	1	2	-6	1	11	-3	-3	1.6
46	COc1ccc(S(N)(=O)=O)cc1C(=O)NCCCN1CCN(c2ccccc2OC)CC1	-4	0	1	-4	2	-2	-10	-3	1.2
47	CC(Sc1nccn1C)C(=O)Nc1ccc(C(N)=O)cc1 (stereo not drawn)	1	0	1	2	-4	-5	-3	-1	0.9
48	CCOC(=O)c1cn2nc(SCc3ccccc3)nc2nc1C	-8	2	10	4	1	-3	-3	6	-0.8
49	O=C(Nc1nc2ccc(Cl)cc2s1)C1CCCO1 (stereo not drawn)	8	2	-1	2	-5	3	7	0	-2.1
50	CC(C)NC(=O)C1(C)CCN1CCC(=O)c1ccccc1 (stereo not drawn)	-3	0	4	1	0	-4	3	-5	·
51	COC(=O)c1ccc(/C=N/n2c(C)nc3ccccc3c2=O)cc1	-7	1	5	-3	1	-12	5	4	-0.8
52	CCCCn1c(N)c(N(CCOC)C(=O)COC(=O)COc2cc(C)c(Cl)cc2C(C)C)c(=O)[nH]c1=O	-11	0	7	-7	7	5	3	12	0.8
53	COc1ccc(N2CCN(C(=O)CNC(=O)c3ccc(Br)o3)CC2)cc1	-7	1	7	-3	1	6	-1	4	0.0
54	CC(NC(=O)C1CC1)C(c1cccs1)N1CCOCC1 (stereo not drawn)	-6	0	6	-2	-3	5	2	8	-0.9
55	CC(=O)c1ccccc1NC(=O)c1ccc2c(c1)NC(=O)C(C)S2 (stereo not drawn)	-8	11	-1	2	-17	4	0	10	-1.6
56	O=C(COc1ccccc1O)N1CCN(C(=O)c2ccco2)CC1	-19	1	12	0	-2	1	14	2	-1.8
57	COC(=O)c1c(NC(=O)C2CC(=O)NN2Cc2ccccc2)sc(C)c1C (stereo not drawn)	-6	1	8	0	0	3	2	2	-1.6
58	CCC(=O)Oc1ccc(-c2nc(-c3cccnc3)no2)cc1	-7	4	10	-1	-6	2	-3	6	0.4
59	COc1ccc(CC(=O)NCc2nnc(SCC(=O)Nc3ncc(C)s3)n2C)cc1	-7	1	5	-2	-1	1	-4	6	-0.3
60	O=C1COc2ccccc2N1Cc1ccccc1Cl	-13	-2	10	-6	-6	-4	2	1	-0.7
61	CC(C)(C)c1ccc(C(=O)O/N=C(\N)c2ccccc2)cc1	-6	1	8	-2	1	-10	1	7	-0.8
